SNCA expr inh: reduces expression of the alpha-synuclein gene | HEK-293 SNCA-luciferase knock-in, luminescence, 24 h | Potency, µM (titrated, usually from 57.2 µM), for inactives: top-dose activity change, negative = inhibition, hits mostly inhibitors | actives 0.17% (n = 140,000);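 also: potency is read from the fitted curve at half-maximal effect; plate controls were DMSO cells for no effect and cell-free wells for full effect; nearly all actives have a fitted effect of over 45% in size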
NIH3T3 tox: kills NIH 3T3 cells; Potency, µM (top dose mostly 96.7 µM), for inactives: at the highest dose activity change, negative = cytotoxicity, usual class: inhibitors; AID 1345082; actives 4.3% (n = 94,000); NIH 3T3 viability, CellTiter-Glo ATP luminescence, 48-72 h; also: potency is read from the fitted curve at half-maximal effect; nearly all actives have a fitted effect of over 55% in size
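NIH 3T3 cells at 400 cells/well received 23 nL of compound by pintool and were incubated 48 or 72 h at 37 °C. Viability was read as ATP-coupled CellTiter-Glo luminescence.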
HEK293 tox: cytotoxic compounds in HEK 293 cells. HEK 293 viability, ATP luminescence (CellTiter-Glo), 48-72 h. AID 1345083. Potency, µM (doses to about 115 µM), without a hit: at the highest dose activity change, negative = cytotoxicity, hits mostly inhibitors. actives 6.6% (n = 94,000); also: potency is read from the fitted curve at half-maximal effect; nearly all actives have a fitted effect of over 60% in size
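Luminescence from cellular ATP, measured with CellTiter-Glo, indicates HEK 293 viability. Cells plated at 250 cells/well are treated with compound for 48 or 72 hr at 37 degree Celsius before reagent addition.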
IP6K1 inhibitor: IP6K1 kinase inhibition | Q92551 | IP6K1 kinase, ADP-Glo luminescence, 2 h; stronger effect = lower value | activity change, % (series mostly up to about 58 µM) | actives 0.81% (n = 140,000) | AID 1645851; in the data active = activity change below about -25%
Target sequence (Q92551 whole entry, looked up): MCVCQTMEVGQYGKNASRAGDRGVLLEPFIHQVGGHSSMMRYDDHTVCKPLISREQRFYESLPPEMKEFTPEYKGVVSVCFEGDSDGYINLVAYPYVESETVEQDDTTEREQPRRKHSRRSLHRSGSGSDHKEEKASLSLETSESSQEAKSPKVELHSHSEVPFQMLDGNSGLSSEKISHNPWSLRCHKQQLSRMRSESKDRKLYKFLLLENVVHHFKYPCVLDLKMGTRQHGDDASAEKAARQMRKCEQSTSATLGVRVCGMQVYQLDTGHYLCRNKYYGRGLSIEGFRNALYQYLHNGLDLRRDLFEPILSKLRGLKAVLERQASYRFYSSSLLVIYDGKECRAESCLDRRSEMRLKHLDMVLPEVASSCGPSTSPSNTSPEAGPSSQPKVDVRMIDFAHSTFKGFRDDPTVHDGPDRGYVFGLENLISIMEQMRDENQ
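ADP-Glo luminescence measures ADP made by human IP6K1 during a 2 h RT reaction with ATP/IP6 (mix at 1.3 mM/130 uM); top library doses 57.5 and 19.1 uM final.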
Luciferase inh: blocks purified firefly luciferase enzyme activity. P08659. Potency, µM (series often up to 115 µM), for the others: at the top dose activity change, negative = inhibition, usual class: inhibitors. purified P. pyralis luciferase, luminescence, biochemical. actives 2.5% (n = 76,000). AID 1347043; also: potency is read from the fitted curve at half-maximal effect; nearly all actives have a fitted effect of over 65% in size
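Biochemical qHTS: compound (6-point titration) added to 10uM D-luciferin plus 10uM ATP in Tris acetate pH 7.5 buffer with Mg, Tween-20 and BSA, then purified enzyme at 10nM; light output imaged.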
HEK293 viab: reduces viability of HEK-293 SNCA reporter cells; HEK-293-SNCA-luc viability, GF-AFC fluorescence, 24 h; Potency, µM (highest dose often 57.1 µM), inactives show at the highest dose activity change, negative = cytotoxicity, most hits filed as cytotoxic; actives 0.12% (n = 150,000);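 also: potency is read from the fitted curve at half-maximal effect; 0% = DMSO-treated cells and -100% = medium-only wells without cells; nearly all actives have a fitted effect of over 30% in size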
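HEK-293-SNCA-luc cells (1500/well) plated 24 h, then exposed 24 h to a dilution series; GF-AFC added 30 min at 37C, fluorescence 405/540 nm; normalised to medium-only and DMSO wells, Hill fit.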
GPT2 inh: blocks human glutamate pyruvate transaminase 2 | Q8TD30 | Recombinant GPT2, coupled pyruvate oxidase/HRP Amplex Red fluorescence | Potency, µM (doses to about 57.7 µM), for the others: at the top dose activity change, negative = inhibition, hits mostly inhibitors | actives 0.25% (n = 100,000) | AID 1671188; also: potency is read from the fitted curve at half-maximal effect; nearly all actives have a fitted effect of over 60% in size; many of its hits are not listed in these tables
Target sequence (Q8TD30 whole entry, looked up): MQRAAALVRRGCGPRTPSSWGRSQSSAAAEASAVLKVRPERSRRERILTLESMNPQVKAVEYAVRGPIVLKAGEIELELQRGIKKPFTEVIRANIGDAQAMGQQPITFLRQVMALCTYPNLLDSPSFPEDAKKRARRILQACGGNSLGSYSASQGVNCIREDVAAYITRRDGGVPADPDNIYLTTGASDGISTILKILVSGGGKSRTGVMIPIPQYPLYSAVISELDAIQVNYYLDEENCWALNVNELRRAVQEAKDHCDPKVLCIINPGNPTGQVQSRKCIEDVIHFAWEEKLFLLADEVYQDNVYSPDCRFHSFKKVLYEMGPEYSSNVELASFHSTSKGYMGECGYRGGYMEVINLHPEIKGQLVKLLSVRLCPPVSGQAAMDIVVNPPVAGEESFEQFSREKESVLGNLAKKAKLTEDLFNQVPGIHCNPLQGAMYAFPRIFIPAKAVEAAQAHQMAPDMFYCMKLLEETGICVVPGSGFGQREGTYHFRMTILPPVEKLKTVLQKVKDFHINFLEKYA
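GPT2 10ng/uL, a-KG 250uM, L-Ala 2mM, HEPES pH7.5 + 0.0001% Tween; 30 min RT. Then Amplex mix (PO/HRP/ThPP), 30 min RT dark, fluorescence. AOA 50uM used as positive control.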
Numbers without * were called inactive; i = inactive; u = inconclusive; x = not tested or not shown; [ ] = another dose, or the depositor's remark. Unless noted, calls follow the shape of the dose curve; as a rule, active = well fitted curve in the direction sought with a large enough effect; inconclusive = small, poorly fitted or top-dose-only effect, or another doubt; inactive = no such curve, though single readings can be large; an effect the other way counts as inactive or inconclusive. Unless noted, % is scaled to controls: 0 for no effect and ±100 for the full control effect.

SMILES	SNCA expr inh	NIH3T3 tox	HEK293 tox	IP6K1 inhibitor	Luciferase inh	HEK293 viab	GPT2 inh
Cc1cc(C)cc(NC(=O)N2CCN(C(=O)c3nsc4ccccc34)CC2)c1	-23%	x	x	-11	x	3%	x
COc1ccc(C(=O)N2CCCC(c3nccn3CC3CCC3)C2)c(OC)n1 (configuration not stated)	-9%	-28%	u	-9	-2%	-8%	4%[11.5 µM]
O=C(NCc1cccc(F)c1)C1CCCN(c2nccc(Nc3ccccc3F)n2)C1 (configuration not stated)	-18%	28µM*	u	5	x	2%[12.5 µM]	-13%
COCCn1ncc(N2CCC(NC(=O)c3cc(C)cc(C)c3)CC2)cc1=O	20%	-20%	-12%	12	-8%	6%	i
O=C1COc2ccccc2CCNC(=O)[C@H](Cc2ccc(OCCOCc3ccccc3)cc2)N1	x	u	u	7	x	x	x
COCc1nc(C2CCN(C(=O)C3CCCCC3)C2)no1 (configuration not stated)	9%	i	i	-1	-9%	9%	-6%
C/C=C/C=C/C=C/C(=O)OC1C=C2C(O)OC(=O)[C@]2(O)[C@@]2(C)CCCC(C)(C)[C@H]12 (some centres not stated)	x	x	x	0	x	-2%[23.9 µM]	i
COC(=O)c1cc2sccc2n1Cc1ccc(F)cc1	53%[activator]	x	x	37	x	12%	x
CN1Cc2nc(Nc3ccccc3F)ccc2OCC1=O	68%[activator][87.6 µM]	u	u	-16	u	4%[87.6 µM]	-7%[88.5 µM]
O=C(NCCc1ccc(Cl)cc1)C(=O)NCC(c1cccs1)S(=O)(=O)c1cccs1 (configuration not stated)	9%	x	x	-8	x	-13%	x

The last two entries of the section before come first, to join the parts.
SMILES	SNCA expr inh	NIH3T3 tox	HEK293 tox	IP6K1 inhibitor	Luciferase inh	HEK293 viab	GPT2 inh
CN1Cc2nc(Nc3ccccc3F)ccc2OCC1=O	68%[activator][87.6 µM]	u	u	-16	u	4%[87.6 µM]	-7%[88.5 µM]
O=C(NCCc1ccc(Cl)cc1)C(=O)NCC(c1cccs1)S(=O)(=O)c1cccs1 (configuration not stated)	9%	x	x	-8	x	-13%	x
COc1ccc(-c2nc3cc(C)ccc3cc2CN2CCN(C)C(=O)C2)cc1OC	5%	-23%	u	12	10%	10%	5%
CCOc1ccccc1CN1CCC(N2CCCC(C(=O)NC3CC3)C2)CC1 (configuration not stated)	3%	-11%	-25%	12	12%	-2%	i
CNC(=O)[C@@H]1CN(C(=O)c2cccc(C#N)c2)C[C@H]1COC	5%	i	i	-2	2%	2%	4%
Cc1ccc(Cl)cc1NC(=O)c1cnn2c(C(F)F)cc(-c3ccccc3)nc12	-1%	x	x	-13	x	6%	x
O=C(Cc1cccc(Cl)c1)NC1CCN(Cc2ccc(-c3ccsc3)cc2)C1 (configuration not stated)	x	8.9µM*	u	2	x	x	x
CCOc1cc(=O)n2c(c1C(=O)Nc1cccc(C(F)(F)F)c1)CCCC2	u	1%	u	20	-8%	-8%	i
CCn1cc(CN2CCC([C@@H]3CNC[C@H]3CO)CC2)c2cc(OC)ccc21	14%	3%	4%	-11	8%	5%[12.5 µM]	i
CC[C@H](CC#N)OC(=O)N[C@@H](C)c1cccc(NC(=O)Nc2ccc(-c3cnco3)c(OC)c2)c1	u	x	x	-39*	x	u	4%
Cc1nc2ccccc2n1CC(O)COc1ccc(C(=O)O)cc1 (configuration not stated)	29%	x	x	-23	x	-1%	x
CN(Cc1ccc(-c2ccccc2)cc1)Cc1cccn1C	64%[activator][87.6 µM]	u	u	-18	-22%[172 µM]	19%[87.6 µM]	u

SMILES	SNCA expr inh	NIH3T3 tox	HEK293 tox	IP6K1 inhibitor	Luciferase inh	HEK293 viab	GPT2 inh
CSCC(=O)N1C[C@@H](NC(=O)Nc2ccc(F)cc2F)C[C@H]1C(=O)N[C@H](Cc1c[nH]c2ccccc12)C(N)=O	-10%	-3%	4%	-8	-1%	3%	i
COc1ccc(-c2c3c(nc4sc(C(=O)Nc5ccc(Cl)cc5)c(N)c24)CC(C)(C)CC3=O)cc1	28%	x	x	13	x	-2%	x
CCOC(=O)c1noc2ncn(CC(=O)Nc3ccc(C)c(F)c3)c(=O)c12	-12%	x	x	26	x	-9%	x
CCOc1cc(-c2nc(C3CC(=O)N(c4ccc(F)cc4)C3)no2)cc(OCC)c1OCC (configuration not stated)	5%	-8%	0%	3	-1%	9%	i
COc1ccccc1CNC(=O)CCCn1c(=O)c2ccccc2n(Cc2ccc(C)cc2)c1=O	-3%	x	x	5	x	-6%	x
CCc1cccc(NC(=O)C(Cc2ccccc2)NS(=O)(=O)c2ccc3c(c2)c(=O)n(C)c(=O)n3C)c1 (configuration not stated)	u	x	x	17	x	-26%	x
O=C([C@@H]1CNC[C@H](C(=O)N2CCc3ncccc3C2)C1)N1CCCC1	3%	i	i	-13	14%	-6%	-7%
COCCN1CCC2(CCC1=O)CCN(C(=O)Nc1ccc(Br)cc1)CC2	7%	u	-13%	5	2%	0%	-6%
Cc1ccc(Cl)cc1NC(=O)COC(=O)CC(C)(C)CC1=NS(=O)(=O)c2ccccc2N1	20%	x	x	7	x	u	x
CC(C)(C)CC(=O)N1CCCC(C(=O)Nc2cccc(-c3ccc(F)cc3)c2)C1 (configuration not stated)	0%	u	u	14	-20%	5%	u

Eleven structures from above, ordered by count of non-hydrogen atoms, rising:
SMILES	SNCA expr inh	NIH3T3 tox	HEK293 tox	IP6K1 inhibitor	Luciferase inh	HEK293 viab	GPT2 inh
CNC(=O)[C@@H]1CN(C(=O)c2cccc(C#N)c2)C[C@H]1COC	5%	i	i	-2	2%	2%	4%
Cc1nc2ccccc2n1CC(O)COc1ccc(C(=O)O)cc1 (configuration not stated)	29%	x	x	-23	x	-1%	x
O=C([C@@H]1CNC[C@H](C(=O)N2CCc3ncccc3C2)C1)N1CCCC1	3%	i	i	-13	14%	-6%	-7%
COCCN1CCC2(CCC1=O)CCN(C(=O)Nc1ccc(Br)cc1)CC2	7%	u	-13%	5	2%	0%	-6%
O=C(Cc1cccc(Cl)c1)NC1CCN(Cc2ccc(-c3ccsc3)cc2)C1 (configuration not stated)	x	8.9µM*	u	2	x	x	x
Cc1ccc(Cl)cc1NC(=O)c1cnn2c(C(F)F)cc(-c3ccccc3)nc12	-1%	x	x	-13	x	6%	x
Cc1ccc(Cl)cc1NC(=O)COC(=O)CC(C)(C)CC1=NS(=O)(=O)c2ccccc2N1	20%	x	x	7	x	u	x
CCOc1cc(-c2nc(C3CC(=O)N(c4ccc(F)cc4)C3)no2)cc(OCC)c1OCC (configuration not stated)	5%	-8%	0%	3	-1%	9%	i
CC[C@H](CC#N)OC(=O)N[C@@H](C)c1cccc(NC(=O)Nc2ccc(-c3cnco3)c(OC)c2)c1	u	x	x	-39*	x	u	4%
CCc1cccc(NC(=O)C(Cc2ccccc2)NS(=O)(=O)c2ccc3c(c2)c(=O)n(C)c(=O)n3C)c1 (configuration not stated)	u	x	x	17	x	-26%	x
CSCC(=O)N1C[C@@H](NC(=O)Nc2ccc(F)cc2F)C[C@H]1C(=O)N[C@H](Cc1c[nH]c2ccccc12)C(N)=O	-10%	-3%	4%	-8	-1%	3%	i

(more compounds)
SMILES	SNCA expr inh	NIH3T3 tox	HEK293 tox	IP6K1 inhibitor	Luciferase inh	HEK293 viab	GPT2 inh
C=CC(C)(O)CC/C=C(\C)C1CC=C(C)C(=O)O1 (configuration not stated)	x	x	x	20	x	-7%	1%
Cn1ccc2cc(-c3ccc4c(n3)c(=O)ncn4CC3CC3)ccc21	110%[activator][87.6 µM]	u	-22%[172 µM]	5	45µM*	-1%[87.6 µM]	0%[88.5 µM]
Cc1cc2nn(-c3ccc(F)cc3)nc2cc1NC(=O)c1cccc([N+](=O)[O-])c1C	61%[activator]	x	x	-7	x	0%	x
COc1ccc(Cc2nc3ccc(C(=O)NCCN4CCOCC4)cc3o2)cc1	9%	0%	-3%	-4	3%	1%	i
COc1cccc(CNC(=O)CC2=C3CCCCC3NC2=O)c1OC (configuration not stated)	-18%	-8%	-7%	24	5%	-4%	i
Cc1noc([C@@H]2CC(F)(F)CN2S(=O)(=O)c2ccc(F)cc2)n1	-10%	0%	i	8	-8%	3%	-29%
CC1(C(=O)O)CCCC2(C)C3CCC4CC3(CCC12)CC4C(=O)O (configuration not stated)	x	x	x	-3	x	-10%	i
COc1ccccc1-c1cn2c(n1)CO[C@@H](CNC1CCOCC1)C2	4%[87.6 µM]	-12%[138 µM]	-25%[172 µM]	5	4%[172 µM]	4%[87.6 µM]	u
CCCN1CCCC2(Cc3ccccc3CN(C(=O)Cc3ccc(OC)cc3)C2)C1 (configuration not stated)	-1%	-10%	-28%	2	x	1%	4%
COc1ccc(C[C@H](NC(=O)C2=C[C@@H](NC(=O)CS(=O)(=O)c3ccccc3)[C@@H](O)[C@H](O)C2)C(N)=O)cc1	-12%	-3%	i	3	-9%	1%	i

SMILES	SNCA expr inh	NIH3T3 tox	HEK293 tox	IP6K1 inhibitor	Luciferase inh	HEK293 viab	GPT2 inh
COc1ccc(C(CC(=O)N(C)C)c2ccccc2)cc1 (configuration not stated)	-26%	-19%	-5%	15	-6%	-2%	2%
Nc1ncc(-c2ccc(-c3cc(NC4CCCC4)nc4[nH]ccc34)cc2)[nH]1	-5%	-23%	-28%	-3	u	0%	-11%
Cc1ccc2[nH]c(CN3CCCC4(CC3)CN(C)C(=O)O4)cc(=O)c2c1 (configuration not stated)	16%	-1%	i	11	0%	-2%	-3%
CCC(=O)N1c2ccccc2CC1C(=O)NCc1cc(Br)ccc1OC (configuration not stated)	-12%	x	x	48	x	12%	x
CC(C)(O)CCc1ccc(C(=O)NCCSc2ccccn2)cc1	26%	-36%	u	12	2.8µM*	-7%	3%
COc1ccc(-c2cc(C(=O)N3CCN(c4ccccc4OC)CC3)c3cc(C(C)C)ccc3n2)cc1	u	x	x	-22	x	-10%	x
O=C(c1ccccc1)N1CCCC(C(=O)N2CCC(c3ccccc3)CC2)C1 (configuration not stated)	1%	-16%	u	0	x	-5%	2%
CCCCc1cc(C[C@H]2CNCC[C@H]2CC(=O)Nc2ccccc2)no1	-27%[87.6 µM]	u	63µM*	17	-7%[172 µM]	9%[87.6 µM]	i
CCN(C1CCOCC1)C1CN(C(=O)c2cnn(C)c2)C1	-2%	i	i	-1	0%	7%	i
COc1ccc(F)c(CN2CCCC(O)(CN3CCC(CCO)CC3)C2=O)c1 (configuration not stated)	-8%	-4%	u	13	5%	-12%	2%

Screening data from PubChem.
